LYPLA2 inh – blocks human lysophospholipase 2, a PME1 counter-screen. O95372. recombinant LYPLA2, FP-Rh probe fluorescence polarization. inhibition, % at 5.9 µM. actives 0.38% (n = 320,000). AID 2177;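 active = inhibition above the screen-wide mean plus 3 SD, limit set per campaign, cut at about 26% in these data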;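 note: 0% = LYPLA2 with DMSO and 100% = wells lacking LYPLA2 enzyme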
Target sequence (O95372 whole entry, looked up): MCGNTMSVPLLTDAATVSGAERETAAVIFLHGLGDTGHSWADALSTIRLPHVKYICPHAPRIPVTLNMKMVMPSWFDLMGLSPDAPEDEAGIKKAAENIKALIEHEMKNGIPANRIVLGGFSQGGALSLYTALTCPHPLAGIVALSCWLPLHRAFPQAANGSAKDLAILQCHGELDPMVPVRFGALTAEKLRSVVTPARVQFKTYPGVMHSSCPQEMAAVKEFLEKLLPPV
LYPLA1 counter – LYPLA1 (human) inhibition in PME1 counter-screen | O75608 | recombinant LYPLA1, FP-Rh probe fluorescence polarization | inhibition, % at 5.9 µM | actives 0.16% (n = 320,000) | AID 2174;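 active = inhibition above the mean of all tested compounds plus 3 SD, set per campaign, cut at about 14% in these data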;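 note: inhibitors block serine hydrolase probe labeling of LYPLA1 so polarization falls; 0% = enzyme with DMSO and 100% = wells lacking LYPLA1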
pPAFAH inh – pPAFAH (human) enzyme inhibition | Q13093 | recombinant pPAFAH, FP-rhodamine probe fluorescence polarization | inhibition, % at 3.39 µM | actives 1.5% (n = 330,000) | AID 463082;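 active = inhibition above the mean inhibition across the screen plus 3 SD, cut at about 25% in these data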;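 note: inhibitors block binding of the rhodamine activity-based probe so polarization drops; 0% = enzyme with DMSO and 100% = wells lacking pPAFAH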
Target sequence (Q13093 whole entry, looked up): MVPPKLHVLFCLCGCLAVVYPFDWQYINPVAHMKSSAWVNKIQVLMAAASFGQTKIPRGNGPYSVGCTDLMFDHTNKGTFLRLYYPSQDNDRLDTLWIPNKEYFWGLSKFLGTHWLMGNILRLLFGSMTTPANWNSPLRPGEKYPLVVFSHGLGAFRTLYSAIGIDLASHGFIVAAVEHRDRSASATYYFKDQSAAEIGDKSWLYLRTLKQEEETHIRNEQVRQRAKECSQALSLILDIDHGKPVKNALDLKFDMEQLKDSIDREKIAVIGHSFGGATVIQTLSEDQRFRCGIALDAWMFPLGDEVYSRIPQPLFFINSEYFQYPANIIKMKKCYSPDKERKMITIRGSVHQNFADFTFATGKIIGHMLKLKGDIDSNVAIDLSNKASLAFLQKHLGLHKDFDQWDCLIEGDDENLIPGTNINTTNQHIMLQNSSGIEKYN
EBNA-1 inhibitor – blocks EBNA-1 binding to DNA | EBNA-1 DNA binding, fluorescence polarization | AID 1950 | inhibition, % at 14.8 µM | actives 0.34% (n = 300,000); in the data active = inhibition above about 28%
PAFAH2 inh – inhibitors of human PAFAH2 | Q99487 | recombinant PAFAH2, FP-rhodamine activity probe, fluorescence polarization | inhibition, % at 3.39 µM | actives 0.99% (n = 340,000) | AID 492956;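 active = inhibition above the mean over all tested compounds plus 3 SD, cut at about 30% in these data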;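 note: inhibitors block probe labeling of enzyme so polarization drops; 0% = enzyme with DMSO and 100% = wells lacking PAFAH2 protein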
PAFAH1B3 inh – blocks human PAF acetylhydrolase 1B catalytic subunit 3; inhibition, % at 3.39 µM; actives 0.28% (n = 340,000); recombinant PAFAH1B3, FP-rhodamine probe, fluorescence polarization; Q15102;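 active = inhibition above the screen-wide average of all tested compounds plus 3 SD, cut at about 25% in these data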;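 note: 0% = enzyme with DMSO only and 100% = wells lacking PAFAH1B3 protein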
Target sequence (Q15102 whole entry, looked up): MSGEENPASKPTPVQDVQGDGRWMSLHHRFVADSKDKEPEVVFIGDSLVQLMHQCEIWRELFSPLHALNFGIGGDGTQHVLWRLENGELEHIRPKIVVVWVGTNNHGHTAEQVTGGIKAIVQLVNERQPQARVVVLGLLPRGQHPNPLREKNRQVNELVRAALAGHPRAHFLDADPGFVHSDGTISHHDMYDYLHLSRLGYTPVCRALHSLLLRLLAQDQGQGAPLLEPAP
PREPL inhibitor – inhibitors of human prolyl oligopeptidase-like enzyme PREPL. recombinant PREPL, fluorescence polarization activity-based probe. inhibition, % at 5.96 µM. actives 0.68% (n = 320,000). AID 2751; in the data active = inhibition above about 43%;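 note: 0% = enzyme with DMSO and 100% = wells lacking enzyme; many of its hits are not listed in these tables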
PAFAH1B2 FP inh – inhibitors of human PAFAH1B2. actives 1.2% (n = 340,000). AID 492953. recombinant PAFAH1B2, FP-rhodamine activity probe, fluorescence polarization. inhibition, % at 3.39 µM;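 active = inhibition above the mean of all tested compounds plus 3 SD, cut at about 24% in these data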;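 note: 0% = enzyme with DMSO and 100% = wells lacking PAFAH1B2; many of its hits are not listed in these tables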
ZTA DNA inh – counter-screen for EBNA-1 inhibitors: inhibitors of Epstein-Barr virus ZTA. P03206. ZTA-DNA binding, fluorescence polarization. actives 0.15% (n = 320,000). inhibition, % at 11 µM; in the data active = inhibition above about 33%
An asterisk follows results filed as active; · = no result given; & = joins results of further samples.

SMILES | LYPLA2 inh | LYPLA1 counter | pPAFAH inh | EBNA-1 inhibitor | PAFAH2 inh | PAFAH1B3 inh | PREPL inhibitor | PAFAH1B2 FP inh | ZTA DNA inh
CCOc1ccccc1N(C(=O)Cn1nnnc1-c1ccc(C)o1)C(CC)C(=O)NC(C)(C)C (configuration not stated) | -1 | -1 | 6 | 7 | -4 | 0 | 19 | -1 | -7
COC(=O)c1cn(NC(=O)c2cccc(F)c2)c(=O)c2ccccc12 | 1 | -4 | 3 | 2 | 10 | 17 | -4 | 5 | 6
Cc1cc(C(=O)NNC(=S)NC(=O)/C=C/c2ccccc2Cl)n[nH]1 | 5 | -1 | 3 | 6 | -8 | 13 | 16 | 11 | 3
Cc1cc2c(cc(C(=O)NCCCN3CCOCC3)n2Cc2ccc(Cl)cc2)o1 | 2 | -2 | 19 | 1 | -9 | 3 | 32 | 2 | -8
Cc1ccccc1N1CCN(C2CCCN(C(=O)c3cnsn3)C2)CC1 (configuration not stated) | -3 | 0 | 4 | 4 | 1 | 11 | 4 | 5 | -6
Cc1cc(C)c(C)c(S(=O)(=O)N2CCC(C(=O)Nc3ccccc3N3CCOCC3)CC2)c1C | 4 | -1 | -11 | -7 | -3 | 10 | -1 | 4 | -5
CC(NC(=O)c1ccc(F)cc1)C(=O)NC1=NCCS1 (configuration not stated) | -1 | 0 | -3 | 1 | -3 | 6 | 20 | 0 | 3
Cc1ccc(NC(=O)C2CC(Cl)=CCC2C(=O)O)c([N+](=O)[O-])c1 (configuration not stated) | 6 | -1 | -12 | -5 | 0 | 5 | 10 | 3 | -16
CCOc1ccc(OCC)c(NC(=O)CN2CCC(NC(=O)c3cccc(F)c3)CC2)c1 | 10 | -2 | 10 | 2 | 5 | -1 | 16 | -2 | -7
COC(=O)CCCc1nc2ccccc2s1 | -1 | 2 | 3 | 9 | -1 | 6 | -3 | -1 | 6
CC(C)N1CCC(=NNc2ccc([N+](=O)[O-])cc2S(=O)(=O)N2CCOCC2)CC1 | 3 | -3 | 6 | -5 | 6 | 1 | -2 | 4 | -5
O=C(CC1NCCNC1=O)Nc1cccc([N+](=O)[O-])c1 (configuration not stated) | -3 | -4 | -1 | 13 | 4 | -2 | 2 | 2 | -2
CC(=O)Nc1cccc2c1C(=O)N(c1ccc(OC(C)=O)cc1)C2=O | -4 | -4 | -6 | -14 | 2 | -2 | -4 | 3 | 2
CC(=O)c1ccc(Nc2nc3ccc(C)cc3n3cnnc23)cc1 | -3 | -1 | 3 | 11 | 0 | 0 | 3 | -4 | 18
COc1cccc(CSc2nc3ccccc3cc2C=O)c1 | -7 | -9 | 4 | 10 | 1 | -2 | -11 | 0 | 9

Exported with two lines to a compound: part of the list above
Each structure is followed by: LYPLA2 inh	LYPLA1 counter	pPAFAH inh	EBNA-1 inhibitor	PAFAH2 inh	PAFAH1B3 inh	PREPL inhibitor	PAFAH1B2 FP inh	ZTA DNA inh
- COC(=O)c1cn(NC(=O)c2cccc(F)c2)c(=O)c2ccccc12
    1	-4	3	2	10	17	-4	5	6
- Cc1cc(C(=O)NNC(=S)NC(=O)/C=C/c2ccccc2Cl)n[nH]1
    5	-1	3	6	-8	13	16	11	3
- Cc1cc2c(cc(C(=O)NCCCN3CCOCC3)n2Cc2ccc(Cl)cc2)o1
    2	-2	19	1	-9	3	32	2	-8

Next section
SMILES | LYPLA2 inh | LYPLA1 counter | pPAFAH inh | EBNA-1 inhibitor | PAFAH2 inh | PAFAH1B3 inh | PREPL inhibitor | PAFAH1B2 FP inh | ZTA DNA inh
CC(=O)Nc1ccc(NC(=O)C(C)OC(=O)c2ccc(-n3cnnn3)cc2)cc1 (configuration not stated) | -2 | -1 | 3 | 9 | -4 | 1 | 3 | 1 | 11
Clc1ccc(OCCN2CCN(c3ncnc4sccc34)CC2)cc1 | 4 | 2 | -3 | -9 | -7 | -1 | -70 | 2 | -19
COc1ccc(CN2CCN(Cc3ccccc3C(F)(F)F)CC2)c(OC)c1 | -2 | -3 | 4 | 0 | -1 | 4 | -16 | 2 | -9
CCCc1cc(-c2nc(-c3ccc(Br)cc3)cs2)ccn1 | -5 | -6 | -6 | -6 | -6 | 5 | -8 | 3 | 4
O=C(OCc1cccc(C(F)(F)F)c1)c1ccc[nH]c1=O | 0 | 2 | -1 | 11 | -3 | 11 | -5 | 1 | 9
CC(C)(Oc1ccc(Cl)cc1)C(=O)N1CCC(C(N)=O)CC1 | -1 | 3 | 0 | -7 | 7 | 6 | 0 | 2 | -10
CC(=O)Nc1ccc(NC(=O)C2C3C=CC(C3)C2C(=O)O)cc1 (configuration not stated) | 3 | 2 | 1 | 6 | 0 | 5 | 8 | 0 | -5
CN(C)C(CNc1ccc(S(C)(=O)=O)cc1[N+](=O)[O-])Cc1ccccc1 (configuration not stated) | 5 | 6 | 1 | 5 | 0 | 1 | 23 | 8 | -10
CC(C)(CSc1nncn1N)NS(=O)(=O)c1ccc(Cl)cc1 | -2 | -2 | 3 | 0 | 17 | 2 | 5 | 4 | -7
O=C(COC(=O)c1ccco1)c1ccccc1 | 8 | 3 | -1 | 10 | 7 | 17 | 8 | 3 | -21
Cc1cc(N2CCOCC2)nc2ccc(NC(=S)N3CCCCC3C)cc12 (configuration not stated) | 4 | 2 | 11 | -3 | 0 | 6 | 16 | -2 | -35
CC(C)(C)n1nnnc1C(c1cccnc1)N1CCN(c2ccccc2)CC1 (configuration not stated) | 6 | -3 | 2 | -5 | 0 | 7 | -2 | 3 | 5
CC(=O)Nc1ccc(S(=O)(=O)N(C)CC(=O)N2CCN(C(=O)c3ccco3)CC2)cc1 | · | · | 3 | · | -3 | -3 | 2 | 7 | ·
CN(CCC#N)C(=O)COC(=O)c1ccc(Cl)cc1O | 0 | -4 | -2 | 1 | 3 | 2 | 4 | 2 | 11
COc1ccc(OC)c(N2CC(O)(c3ccccc3)[N+]3=C2SCCC3)c1 (configuration not stated) | 1 | 2 | 1 | -6 | -1 | 7 | 26 | 1 | -9
Clc1ccc(CSc2nnc([C@@H]3CCCN3)o2)cc1Cl | -6 | -1 | 6 | 2 | -1 | 4 | 12 | 5 | 12
CCc1nnc(NC(=O)c2csc3c2CCC(C)C3)s1 (configuration not stated) | -2 | -2 | 1 | 8 | · | · | -2 | · | 6
Cc1cccc(N=C2CSC(=O)N2)c1 | 5 | 4 | 2 | -3 | 2 | 0 | -2 | -2 | -3
Cc1csc2nc(CN3CCN(CC(=O)N(C)C)CC3)cc(=O)n12 | 1 | -1 | -1 | 5 | -10 | 3 | 16 | 2 | -4
CN(C1CCCCC1)S(=O)(=O)c1ccc(NC(=O)Cn2nc(-c3ccc(F)cc3)ccc2=O)cc1 | -45 | -21 | 2 | 1 | -19 | -45 | 1 | -24 | 7
NNc1nc(Nc2ccccc2)nc(N2CCCCC2)n1 | -8 | -5 | 1 | 7 | -3 | 8 | 5 | 1 | 14
NS(=O)(=O)c1ccc(N=Cc2c(O)c3ccccc3oc2=O)cc1 | -4 | -3 | 2 | -8 | · | · | 0 | · | -21
COc1cccc(C2c3[nH]c4ccccc4c3C[C@H]3C(=O)N(C4CC4)CC(=O)N23)c1 (some centres not stated) | -2 | -1 | 3 | 11 | 1 | 8 | 2 | 1 | 4
O=C(CNC(=O)c1cccc(Br)c1)N/N=C/c1ccc2c(c1)OCO2 | 9 | -3 | 6 | 0 | -4 | 0 | -9 | 0 | -1
CC(O)CNCCCOc1cccc(Oc2ccccc2)c1 (configuration not stated) | 8 | 2 | -4 | 3 | 11 | 9 | 7 | 3 | -10
CSc1cccc(NC(=O)C(C)Sc2ccc(C)cc2)c1 (configuration not stated) | -2 | -5 | 1 | 11 | 5 | 4 | 1 | 5 | 16
COc1cccc(NC(=O)CSC(N)=O)c1 | -3 | 0 | -3 | 0 | -2 | 11 | 12 | -4 | 0
O=C(NNc1ccccc1[N+](=O)[O-])Nc1ccc(F)cc1F | 2 | 0 | 1 | 1 | 3 | -6 | 0 | 0 | 10
CCc1c(C)nc(SCC(=O)NNC(=O)Cc2ccc(OC)cc2)[nH]c1=O | 8 | 2 | 7 | 8 | -1 | 3 | 4 | 0 | -12
CC(C)C(NC(=O)C(c1ccccc1)c1ccccc1)c1nc2ccccc2[nH]1 (configuration not stated) | 1 | -1 | -8 | -1 | 4 | -2 | -7 | 5 | -5
Cn1cc(S(=O)(=O)CC(=O)Nc2ccc3c(c2)OCO3)c2ccccc21 | -4 | -2 | 7 | 11 | 3 | 10 | -22 | 8 | -3
O=C(CCc1cccc(Cl)c1)NC1CCCN(Cc2ccccc2F)C1 (configuration not stated) | -2 | -1 | 4 | -1 | 6 | 5 | -8 | 3 | -4
Cc1cc(Cl)c(S(=O)(=O)N2CCN(c3ccc(F)cc3)CC2)cc1OCC(=O)NC1CCCCC1 | 5 | -2 | -5 | 2 | -5 | -5 | -65 | 0 | -15
CCc1n[nH]c(=S)n1/N=C/c1ccccn1 | 0 | -1 | 2 | 10 | 2 | 4 | -6 | 7 | 7
C[C@]12CCC(=O)C[C@@H]1CC[C@@H]1[C@@H]2CC[C@]2(C)[C@@H](C(=O)COC(=O)CCC(=O)O)CC[C@@H]12 | -4&13 | -2&0 | 1&3 | 1&10 | -6&1 | 6&2 | 6&-9 | 4&5 | 14&5
COc1cccc2cc(C(=O)C3=C(O)C(=O)N(CCN(C)C)C3c3ccc(F)cc3)oc12 (configuration not stated) | -3 | -2 | 5 | -5 | -4 | 2 | 0 | -6 | -6
CCOC(=O)c1c(NC(=O)CSc2nc3ccccc3o2)sc(C)c1C | -6 | -5 | 5 | -4 | -9 | 14 | 2 | -1 | -9
Cc1onc(-c2ccccc2Cl)c1C(=O)NNC(=O)c1nn(C)cc1Cl | -1 | 2 | 2 | -4 | 4 | 4 | 18 | 1 | -25
O=C(O)c1ccc(N2CC3CC(C2)c2cccc(=O)n2C3)c(NC(=S)Nc2ccc(Cl)cc2Cl)c1 (configuration not stated) | -4 | 2 | 1 | -9 | 4 | 5 | 7 | 5 | -7
O=C(CSc1ccc(F)cc1)Nc1ccccc1Br | -5 | -4 | -3 | -2 | 6 | 7 | 7 | 4 | 6
Cn1c(=O)c2c(ncn2CC(=O)OCC(=O)Nc2sccc2C(N)=O)n(C)c1=O | -3 | -1 | 3 | 0 | 9 | 7 | 0 | 0 | -11
CCOC(=O)c1sc(-c2ccc(Cl)cc2)nc1O | 9 | 1 | 7 | 5 | 3 | -3 | 12 | 6 | -20
CCOc1ccc(S(=O)(=O)N(C)c2ccc(OCC(=O)NCC3CCCO3)cc2)cc1 (configuration not stated) | 7 | 1 | 1 | -1 | 5 | 8 | 2 | 0 | -2
COc1ccc(CCN2CC(C(=O)NCCc3ccccc3C(F)(F)F)CCC2=O)cc1 (configuration not stated) | 2 | 1 | 5 | 12 | -3 | 7 | 0 | 1 | 0
COc1ccc(N2CCN(S(=O)(=O)c3ccc4c(c3)N(C(C)=O)CCO4)CC2)cc1 | -1 | 0 | 7 | 2 | 5 | 10 | -15 | 2 | -8
C[C@H](CO)N1C[C@H](C)[C@@H](CN(C)S(=O)(=O)c2cn(C)cn2)Oc2ccc(NS(=O)(=O)c3ccccc3)cc2C1=O | · | · | 4 | · | -5 | 2 | 12 | -3 | ·
O=C(COC(=O)c1ccc(F)c([N+](=O)[O-])c1)NC(=O)NCc1ccccc1 | · | · | 7 | · | 6 | -6 | 25 | 2 | ·
COc1ccc(-c2c(=O)n(OCc3ccccc3[N+](=O)[O-])c3ccccc3[n+]2[O-])c(OC)c1 | -8 | -2 | 4 | 12 | 7 | -1 | 18 | 6 | 12

Screening data (PubChem BioAssay)

This is a subset. The share of hits here may be higher or lower than overall.
